# Compound activity: PubChem, National Center for Advancing Translational Sciences (NCATS)
# A549 viability: kills or reduces viability of A549 cells in Nrf2 counter-screen. A549 ARE-Fluc cells, CellTiter-Fluor viability, 18-24 h. Potency, µM (series often up to 46 µM), without a hit: at the highest dose activity change, negative = cytotoxicity, most hits filed as inhibitors. actives 0.16% (n = 390,000); note: potency is the fitted concentration of half-maximal effect; % is set by controls: 0 for no effect and ±100 for the full control effect
#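 A549 ARE_Fluc cells in 5% FBS OPTI-MEM were exposed to compounds in concentration-response for 18-24 h at 37 deg C. Viability was read by CellTiter-Fluor fluorescence (Ex 405/Em 525) after 30 min, before the luciferase read.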
# Abeta rescue: A-beta toxicity reversal in yeast; yeast expressing A-beta42, growth rescue, OD600, 48 h; response scale: 0% DMSO, 100% iron-clioquinol control; Potency, µM (titrated, usually from 46.1 µM), without a hit: at the top dose growth rescue, most hits filed as activators; actives 0.063% (n = 410,000); note: potency is the fitted concentration of half-maximal effect; nearly all actives have a fitted effect of over 55% in size
#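 Yeast A-beta toxicity model in growth medium with pinned compounds, 48 h at 30 C; growth read as absorbance at 600 nm. Normalized to FeCl3/clioquinol equimolar mix (positive) and DMSO (negative).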
# TGFb inhibitor: TGF-b pathway inhibition | AID 588855 | HepG2 CAGA-GFP TGF-b/SMAD3 reporter, GFP fluorescence, 18 h; TGF-beta stimulated, 500 pg/mL final | actives 1.2% (n = 410,000) | Potency, µM (series often up to 46.1 µM), without a hit: at the top dose activity, negative = inhibition, most hits filed as inhibitors; note: potency is the fitted concentration of half-maximal effect; % is set by controls: 0 for no effect and ±100 for the full control effect; nearly all actives have a fitted effect of over 65% in size
#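 First, reporter cells (HEPG2 CAGA-GFP) rested 2 h at 37 degrees C. Next, compounds were pinned in and TGF-beta added to 500 pg/mL final. After 18 h, GFP was imaged per cell and summed per well.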
# HepG2 viability: HepG2 cytotoxicity, counter-screen for TGF-b inhibitors; Potency, µM (highest dose often 46.1 µM), without a hit: top-dose activity change, negative = cytotoxicity, hits mostly cytotoxic; AID 588856; actives 0.76% (n = 410,000); HepG2 CAGA-GFP viability, ATP luminescence, 18 h; note: potency is the fitted concentration of half-maximal effect; some results filed as inactive show a strong effect at the top dose
#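 CellTiter-Glo luminescence gave cytotoxicity after 18 hours at 37 degrees C. The cells were HepG2 CAGA-GFP in 1% FBS DMEM, stimulated with 500 pg/mL TGF-beta after compound addition. %Activity was normalised to no-cell wells (complete cell-killing) and DMSO (no toxicity), and curves were fitted and classified.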
# MmCpn inh: M. maripaludis TRiC chaperonin inhibition; purified Mm-Cpn ATPase, ADP Transcreener TR-FRET; Potency, µM (titrated, usually from 76.9 µM), for inactives: top-dose activity, negative = inhibition, actives largely listed as inhibitors; actives 0.031% (n = 330,000); AID 504842; note: potency is the fitted concentration of half-maximal effect; % is set by controls: 0 for no effect and ±100 for the full control effect; nearly all actives have a fitted effect of over 80% in size
#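 Reaction buffer contained 30 mM Tris pH 7.4, 100 mM KCl, 5 mM MgCl2 and 1 mM DTT. Mm-CPN (25 nM final) hydrolysed 10 uM ATP over 30 min at 37°C; ADP was read by HTRF.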
# CCT chaperon mod: cytosolic chaperonin activity modulation; purified chaperonin ATPase assay, HTRF ADP detection, 30 min; activity change, % (no concentration beside the values), hits read low; actives 0.3% (n = 360,000); AID 651819; in the data active = activity change below about -30%; note: % is set by controls: 0 for no effect and ±100 for the full control effect
#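 TRiC (40 or 20 nM final, by batch activity) in 30 mM Tris pH 7.4, 100 mM KCl, 5 mM MgCl2, 1 mM DTT was treated with compound at 76 uM single dose, then 10 uM ATP, 30 min at 37 °C. ADP was read by HTRF Transcreener.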
# Nrf2 block: Nrf2 pathway inhibition | A549 ARE-Fluc reporter, luciferase luminescence, 18-24 h | AID 504444 | actives 2.1% (n = 360,000) | Potency, µM (doses to about 46 µM), without a hit: at the top dose activity change, negative = inhibition, actives largely listed as inhibitors; note: potency is the fitted concentration of half-maximal effect; % is set by controls: 0 for no effect and ±100 for the full control effect; nearly all actives have a fitted effect of over 60% in size
#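 Concentration-response testing used A549 ARE_Fluc cells at 5000 cells/well. Following an 18-24 h compound incubation, viability was read by fluorescence (Ex 405/Em 525) and luciferase output by luminescence.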
# Akt phos inh: Akt phosphorylation inhibition | Neuro2A IGF-stimulated pAkt S473 HTRF, 20 min; stronger effect = lower value | activity change, % for hits at 50 µM | actives 0.32% (n = 360,000) | AID 651550; in the data active = activity change below about -80%; inconclusive = mostly about -51% to -80%; note: % is set by controls: 0 for no effect and ±100 for the full control effect
#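 Neuro2A cells (4,500/well, DMEM with 0.5% FBS) were treated with compound at a single 50 µM final concentration, stimulated with 6 nM IGF for 20 min at 37 °C, and lysed. Phospho-Akt Ser473 was read by HTRF as 665/615 ratio ×10^4.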
# Nrf2 activator: Nrf2 pathway activation | AREc32 ARE-luciferase reporter (MCF7-derived line), luminescence, 24 h | Potency, µM (doses to about 46.1 µM), inactives show top-dose activation, actives largely listed as activators | actives 0.31% (n = 410,000); note: potency is the fitted concentration of half-maximal effect; % of control where 0% means no effect; nearly all actives have a fitted effect of over 65% in size
#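 Luciferase luminescence (Steady-Glo, 30 min at room temperature) served as the read-out of ARE activation in AREc32 cells treated with compounds for 24 hr at 37 deg C.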
# The depositor's hits bear a star; i = inactive; ? = inconclusive; . = no result given; & = joins results of further samples; [ ] = dose if it differs, or a comment. Unless noted, calls come from the whole dose curve; as a rule, active = well fitted curve in the direction sought with a large enough effect; inconclusive = small, poorly fitted or top-dose-only effect, or another doubt; inactive = no such curve, though single readings can be large; an effect the other way counts as inactive or inconclusive. Not a hit list. About 4.3% of those tested had a hit in this group.
SMILES,A549 viability,Abeta rescue,TGFb inhibitor,HepG2 viability,MmCpn inh,CCT chaperon mod,Nrf2 block,Akt phos inh,Nrf2 activator
O=C(Cn1ccn(-c2ccc(F)c(Cl)c2)c(=O)c1=O)NCCc1ccccc1,5%,1%,-2%,-5%,1%,-0.1,2%,i,-0.3%
CC1(C(=O)Nc2ccc3c(c2)OCCO3)CCN1C(=O)C/C=C/c1ccccc1 (stereo not given),.,-1%,?,2%,.,0.3,.,i,0.3%
Cc1ccc(/C=C(/C#N)C(=O)NC(=O)Oc2ccccc2)cc1,-5%,-2%,-7%,-17%,0%,-2.2,6%,.,0.0%
Nc1nc(SCC(=O)Nc2ccc(F)cc2)[nH]c(=O)c1NC(=O)c1ccc(F)c(F)c1,4%,-7%,1%,0%,2%,-1.0,1%,i,0.3%
CC1CC(C)CN(c2ccc(C(=O)NCc3ccc4c(c3)OCO4)cc2[N+](=O)[O-])C1 (stereo not given),-4%,11%,-5%,6%,1%,-3.3,-2%,i,0.2%
O=C(CSc1nc2ccccc2s1)NNC(=S)Nc1ccccc1,1%,4%,-3%,0%,1%,-0.7,5%,i,3.7%
C=CCOc1ccc(/C(O)=C2/C(=O)C(=O)N(CCCN3CCOCC3)C2c2ccc(OC)cc2)cc1 (stereo not given),10%,-12%,2%,-1%,-1%,1.7,26%,i,-1.3%
COc1cc(CCC(=O)OCC(=O)Nc2c(Cl)cccc2Cl)cc(OC)c1OC,-1%,-8%,-10%,-5%,-1%,1.0,-18%,i,-0.2%
Cc1sc(NC(=O)C2=COCCO2)c(C(N)=O)c1C,-5%,8%,21%,-3%,1%,-2.6,?,i,13%
Cc1c(N2C(=O)/C(=C3\C(=O)N(CC(=O)O)c4ccccc43)SC2=S)c(=O)n(-c2ccccc2)n1C,-13%,-3%,-4%,-3%,-1%,1.3,?,i,5.5%
Cc1ccc(CSc2cn(CC(=O)N3CCCCC3)c3ccccc23)cc1,-10%,-5%,?,-23%,.,.,-16%,.,5.1%
Cn1c(N)cc(=O)n(C)c1=S,3%,20%,-3%,-14%,.,-5.8,-7%,i,3.0%
O=C(COC(=O)c1cccc(S(=O)(=O)N2CCc3ccccc32)c1)NCc1ccco1,3%,-17%,9%,-27%,-3%,-1.3,-15%,i,2.9%
Cc1cc(C)c(C(=O)Nn2c(C)nc3ccccc3c2=O)cc1C,-7%,-25%,1%,5%,?,-0.8,-4%,i,0.5%
CCOc1cccc2cc(C(=O)N3CCOCC3)c(=O)oc12,6%,-1%,-13%,2%,1%,-0.1,-9%,i,-0.6%
Fc1ccccc1CSc1nnc(-c2cccs2)o1,20%,7%,-14%,-1%,-2%,-1.3,?,i,16%
C(=N\Nc1nc(-c2ccccc2)cs1)/c1ccco1,7%,-3%,1%,27%,1%,-23,?,i,?
Cc1ccc(S(=O)(=O)NCC(=O)OCC(=O)c2c(N)n(C)c(=O)n(C)c2=O)cc1,4%,11%,-2%,-6%,-1%,2.4,10%,i,-0.3%[9.22 µM]
CNc1c([N+](=O)[O-])ncn1C,-10%,19%,16%,3%,1%,0.7,.,i,-0.1%
CCCCC(=O)OC1=C(C(=O)c2ccccc2)N(CC)S(=O)(=O)c2ccccc21,?,-37%[inhibitor],?,-43%,.,.,?,.,0.3%
COc1ccc(C)cc1NC(=O)C(=O)N1CCCC1,1%,-15%,6%,21%,2%,-1.1,5%,i,5.8%
CCc1ccc(NC(=O)N2CC(C)Oc3ccc(C)cc32)cc1 (stereo not given),5%,-19%,?,-23%,.,.,-25%,.,4.8%
C/C(=N\NC(=O)Cn1cnc2ccccc21)c1cccs1,-3%,-6%,-11%,2%,-1%,0.0,-9%,i,0.4%
COc1ccc(CCN2CC(C(=O)NCc3ccc(F)cc3)CC2=O)cc1OC (stereo not given),9%,6%,0%,-7%,1%,2.2,-7%,i,0.1%
Cc1cccc(C(=O)c2c[nH]cc2-c2ccccc2)c1,0%,-14%,0%,8%,0%,1.0,-7%,i,0.1%

# Random excerpt: 4 entries already listed.
SMILES,A549 viability,Abeta rescue,TGFb inhibitor,HepG2 viability,MmCpn inh,CCT chaperon mod,Nrf2 block,Akt phos inh,Nrf2 activator
Cc1ccc(CSc2cn(CC(=O)N3CCCCC3)c3ccccc23)cc1,-10%,-5%,?,-23%,.,.,-16%,.,5.1%
Cn1c(N)cc(=O)n(C)c1=S,3%,20%,-3%,-14%,.,-5.8,-7%,i,3.0%
Nc1nc(SCC(=O)Nc2ccc(F)cc2)[nH]c(=O)c1NC(=O)c1ccc(F)c(F)c1,4%,-7%,1%,0%,2%,-1.0,1%,i,0.3%
O=C(Cn1ccn(-c2ccc(F)c(Cl)c2)c(=O)c1=O)NCCc1ccccc1,5%,1%,-2%,-5%,1%,-0.1,2%,i,-0.3%

# Following part.
SMILES,A549 viability,Abeta rescue,TGFb inhibitor,HepG2 viability,MmCpn inh,CCT chaperon mod,Nrf2 block,Akt phos inh,Nrf2 activator
COc1ccc(C)cc1NC(=O)c1nc2nc(C)cc(C)n2n1,-2%,-5%,-27%,-2%,.,1.4,3%,i,0.3%
CCCCC(=O)N1CC(=O)Nc2ccc(F)cc2C1c1ccc(F)cc1 (stereo not given),-7%&-7%,8%&4%,7%&14%,-5%&10%,0%,-6.2,-17%,i,-0.3%&3.4%
COc1ccc2c(c1)sc(=NC(=O)CS(=O)(=O)c1ccc(F)cc1)n2C,-14%,-7%,0%,-6%,-19%,-2.2,?,i,-0.3%
CC1(Cc2ccccc2OC(F)(F)F)C(=O)Nc2ccc(S(=O)(=O)NC3CCCCC3)cc21 (stereo not given),.,3%,13µM*,-81%,.,-0.1,.,i,-0.3%
Cc1nnc(N2CCN(c3ccccc3F)CC2)c2c1nnn2Cc1ccc(F)cc1,0%,-14%,-5%,-2%,.,.,-2%,.,0.2%
CNC(=O)CSc1nnnn1-c1ccc2c(c1)OCCO2,0%,-8%,20%,0%,1%,1.4,4%,.,-0.3%
O=C(CS(=O)(=O)c1c[nH]c2ccccc12)N1CCc2ccccc21,2%,2%,5%,0%,2%,-0.3,2%,i,4.1%
O=C(NCc1ccc(Cl)cc1)C(=O)NCC1OCCN1S(=O)(=O)c1cccs1 (stereo not given),9%,3%,16%,1%,0%,-1.3,-3%,i,2.8%
Cc1noc(C)c1C(=O)OCC(=O)c1c[nH]c2ccccc12,-10%,0%,-3%,-20%,0%,-5.0,-2%,i,3.1%
COc1cccc(CNC(=O)CCN2C(=S)NC(C)(C)CC2C)c1 (stereo not given),0%,5%,-4%,1%,2%,-2.6,-12%,i,0.1%
CCOc1cc(/C=C2\SC(=NC)N(C)C2=O)c(Br)cc1OC(C)=O,0%,-9%,4%,-4%,1%,0.2,28%,i,4.4%
O=C(CN1C(=O)COc2ccccc21)c1ccc(Cl)cc1,0%,5%,7%,-74%,0%,-3.3,11%,i,-0.7%
C=C1C(C(=O)Nc2ccccc2)C1C(=O)Nc1ccccc1 (stereo not given),2%,.,21%,15%,1%,-2.0,-2%,i,0.4%
CC(C)(C)c1ccc(C(=O)n2cnc3ccccc32)cc1,-3%,-29%,33%[activator],-1%,0%,1.3,-12%,i,-0.7%
COc1cccc2cc(C(=O)N3CCCc4ccccc43)oc12,-5%,-18%,-1%,2%,1%,-1.1,?,i,0.0%
O=C(C1CCN(S(=O)(=O)N2CCOCC2)CC1)N1CCOCC1,-5%,2%,1%,0%,0%,-1.8,13%,i,0.1%
CCCSc1nnc(NC(=O)c2cc(=O)c3ccccc3o2)s1,1%,-4%,11%,10%,.,.,3%,.,-1.5%
CC1(C(=O)O)CCCN1C(=O)c1ccc(Cl)cc1Cl (stereo not given),.,-2%,0%,-4%,.,-0.6,.,i,0.8%
CCc1nc2ccccc2c(=O)n1/N=C/c1ccc(Cl)cc1,3%,3%,-14%,-64%,.,-33*,27%,i,5.6%
CCOc1cc([N+](=O)[O-])c2nc(N)sc2c1,-15%,2%,0%,-5%,0%,-0.2,-1%,i,3.4%
CN(C)C(CN1C(=O)C2CC=CCC2C1=O)c1cn(C)c2ccccc12 (stereo not given),0%,0%,24%,-14%,-1%,-1.5,10%,i,5.1%
CC(=O)Nc1ccc(NC(=O)CC(c2ccccc2)c2ccccc2)cc1,-5%,9%,-17%,5%,-2%,0.9,0%,i,0.3%
Cc1ccc(S(=O)(=O)NC(=O)NC(C)c2ccc(F)cc2)cc1 (stereo not given),2%,5%,24%,-3%,0%,-2.4,2%,i,0.1%
CN1CCCC(OC(=O)CCCCC(=O)OC2CCCN(C)C2)C1 (stereo not given),3%,-3%,18%,-2%,0%,2.4,16%,i,0.6%
COc1cc(OC)cc(C(=O)N2CCC(N3CCN(c4ccccc4)CC3)CC2)c1,-2%,-7%,-16%,-3%,-1%,-4.4,4%,i,0.7%
O=C(CN1C2CCCC1CC(NC(=O)c1ccccc1)C2)Nc1ccccc1 (stereo not given),1%,-16%,0%,-13%,2%,-1.7,-9%,i,-0.5%
COc1cc(CNCCc2ccccc2)ccc1OCC(N)=O,3%,9%,-12%,-16%,0%,-2.5,-8%,i,0.0%
COc1cc(OC)c(N(C)S(=O)(=O)c2cccc(C(=O)OCc3c(C)noc3C)c2)cc1Cl,-9%,-7%,-4%,-17%,1%,-3.4,?,i,3.2%
COc1ccc(NC(=O)CSc2nnnn2-c2cccc(OC)c2)cc1,.,1%,-1%,-14%,.,1.8,.,i,-0.1%
O=C(Nc1ccccc1F)c1ccc(Cn2cc(Cl)cn2)cc1,-1%,-10%,4%,-15%,-1%,1.3,?,i,2.0%
